# PPARg SRC2 recr: promotes SRC-2 coactivator recruitment by human PPARgamma. P37231. PPARgamma LBD-SRC-2 recruitment, biochemical. activation, % at 8 µM. 200,000 compounds, 0.34% hits; in the data active = activation above about 22%;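 also: 0% = vehicle and 100% = reference agonist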
# PMI act: phosphomannose isomerase (human) activation | P34949 | purified human PMI, coupled resazurin fluorescence, 20 min; active compounds read high; 1 = vehicle control, 0 substrate-free wells | activation factor at 20 µM | 190,000 compounds, 0.005% hits | AID 1214;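 active = activation factor of 2 or more at 20 µM, relative to plate controls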
# Target sequence (P34949 whole entry, looked up): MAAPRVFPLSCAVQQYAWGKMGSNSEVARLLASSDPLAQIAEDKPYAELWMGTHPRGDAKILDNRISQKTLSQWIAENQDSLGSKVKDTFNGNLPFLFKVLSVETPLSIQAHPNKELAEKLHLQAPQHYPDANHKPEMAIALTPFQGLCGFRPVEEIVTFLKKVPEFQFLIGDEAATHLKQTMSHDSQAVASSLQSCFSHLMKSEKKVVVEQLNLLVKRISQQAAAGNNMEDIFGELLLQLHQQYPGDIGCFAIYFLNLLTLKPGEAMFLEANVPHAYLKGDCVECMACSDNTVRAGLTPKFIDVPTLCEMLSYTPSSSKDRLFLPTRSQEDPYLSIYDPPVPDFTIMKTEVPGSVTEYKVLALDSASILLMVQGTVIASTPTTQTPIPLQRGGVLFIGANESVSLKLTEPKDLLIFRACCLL
# PPARg SRC1 recr: promotes SRC-1 coactivator recruitment by human PPARgamma. PPARgamma-SRC-1 coactivator recruitment biochemical assay. 200,000 compounds, 0.41% hits. activation, % at 8 µM. P37231; in the data active = activation above about 19%;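 also: 0% = DMSO and 100% = reference agonist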
# TR-FRET SRC-2 ct: flags TR-FRET format artefacts in PPARgamma SRC-2 recruitment agonist screen | AID 1049 | 200,000 compounds, 0.4% hits | TR-FRET ratio at 8 µM | TR-FRET artefact counter-screen; active compounds read high; in the data active = TR-FRET ratio above about 2000; also: inactives centre near 1500; reference of the scale not given here
# Diaphorase act: activates diaphorase or chemically reduces, flagging diaphorase assay artifacts. 190,000 compounds, 0.005% hits. AID 1229. activation factor at 20 µM. Diaphorase/resazurin coupled assay, resorufin fluorescence, 16 min; active compounds read high; 1 = vehicle wells, 0 = NADH-free wells;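 active = diaphorase activity raised at least twofold by the compound at 20 µM; inactive = activation factor below 2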
#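 System – purified diaphorase enzyme from Clostridium kluyveri · Input – enzyme 0.07 U/mL final · Also added – final NADH 0.114 mM, resazurin 0.1 mM · Measured by – fluorescence of resorufin, 544 nm excitation, 590 nm emission · Timing – 16 min enzyme reaction, ambient temperature · Measure – resorufin increase flagging diaphorase activators or reducers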
# ROMK primary: human ROMK K+ channel modulation, primary screen; P48048; Tet-inducible ROMK, thallium flux fluorescence; actives lie on both sides; B-score at 10 µM; 130,000 compounds, 2% hits;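 active = signal ratio slope over the read window, or its plate-corrected B-score, at least 3 SD from the plate mean, either direction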;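 also: B-score of the F/F0 ratio slope over 7 to 12 s after thallium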
# PMI act hi M6P: increases human PMI activity with near-saturating mannose 6-phosphate | activation factor at 20 µM | 190,000 compounds, 0.34% hits | P34949 | AID 1216 | coupled PMI enzyme assay, resazurin fluorescence, 20 min; active compounds read high; 1 = untreated enzyme, 0 = substrate-free blank;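 active = activation factor of 2 or more at 20 µM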
#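 Material: human phosphomannose isomerase with PGI, G6PDH, diaphorase coupling enzymes. Quantity: 15 ng/mL PMI. Medium: HEPES pH 7.4 buffer with MgCl2 and Tween-20. Reagent: Near-saturating mannose-6-phosphate, 1.0 mM. Compound: 20 µM single dose. Times: enzyme reaction with compound 20 min at room temperature. Detection: resorufin fluorescence at Ex 544/Em 590 nm.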
# G6PDH counter: L. mesenteroides G6PDH inhibition counter-screen. inhibition, % at 5 µM. 200,000 compounds, 0.12% hits. Purified L. mesenteroides G6PDH, diaphorase/resazurin coupled fluorescence, 45 min; in the data active = inhibition above about 50%
# S1P3 antagonist: blocks the human S1P3 receptor; CHO S1P3 NFAT-BLA reporter, FRET fluorescence, antagonist mode; 170,000 compounds, 0.27% hits; inhibition, % at 4.98 µM; Q99500;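 active = inhibition above the plate cutoff, the mean inhibition of test wells on that plate plus 3 SD, cut at about 28% in these data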;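 also: cells challenged with S1P at its EC80 of 0.8 µM; blue over green emission ratio from cleaved BLA substrate after 4 h stimulation; 0% = S1P-stimulated wells and 100% = unstimulated DMSO-only wells; some compounds past the cut are filed as inactive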
# Target sequence (Q99500 whole entry, looked up): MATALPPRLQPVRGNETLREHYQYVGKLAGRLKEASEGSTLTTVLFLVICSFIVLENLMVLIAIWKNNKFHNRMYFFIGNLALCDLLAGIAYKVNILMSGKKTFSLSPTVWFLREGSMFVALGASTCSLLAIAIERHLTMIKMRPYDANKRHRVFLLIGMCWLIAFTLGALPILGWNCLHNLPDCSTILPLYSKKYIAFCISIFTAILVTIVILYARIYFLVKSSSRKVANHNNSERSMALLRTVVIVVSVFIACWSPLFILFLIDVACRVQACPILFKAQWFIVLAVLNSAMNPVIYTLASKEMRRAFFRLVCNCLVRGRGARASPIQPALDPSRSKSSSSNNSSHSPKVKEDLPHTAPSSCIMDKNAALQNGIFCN
# PPARg SRC-3 ag: PPARgamma-driven SRC-3 recruitment agonism; P37231; biochemical PPARgamma/SRC-3 coactivator recruitment assay; activation, % at 8 µM; 200,000 compounds, 0.26% hits; AID 731; in the data active = activation above about 23%;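 also: 0% = DMSO and 100% = reference agonist; some compounds past the cut are filed as inactive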
# Diaphorase inh: counter-screen for diaphorase-based assays: diaphorase inhibitors and chemical oxidizers. diaphorase resazurin-to-resorufin fluorescence, NADH, 16 min; bacterial (C. kluyveri) enzyme, not human. inhibition, % at 20 µM. 190,000 compounds, 0.69% hits. AID 1217;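 active = primary screen inhibition at 20 µM above a set limit, cut at about 50% in these data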;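 also: plate controls were DMSO with full reaction for no effect and wells lacking NADH for full effect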
#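 Detection: fluorescence of resorufin formed from resazurin, Ex 544/Em 590 nm; test system: Clostridium kluyveri diaphorase enzyme; amount: 0.14 U/mL diaphorase, enzyme working solution; times: 16-min room-temperature incubation before reading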
# * = called active by the depositor; nt = no result given.
# Below each SMILES: PPARg SRC2 recr, PMI act, PPARg SRC1 recr, TR-FRET SRC-2 ct, Diaphorase act, ROMK primary, PMI act hi M6P, G6PDH counter, S1P3 antagonist, PPARg SRC-3 ag, Diaphorase inh
> Cc1nc2ccc(NC(=S)NC3CCCCC3)cc2nc1C
  4.5, 0.9, 3.6, 1688, 0.8, -0.741, 0.5, 19.0, 3.6, 1.8, 15.3
> COc1ccccc1C(=O)Nc1cc(Cl)ccc1O
  4.2, 0.9, 0.4, 1500, 0.8, nt, 0.8, 14.0, nt, -1.9, 18.9
> CCCc1[nH]n(-c2ccc([N+](=O)[O-])cc2)c(=O)c1C=NCCc1c[nH]c2ccccc12
  -1.1, 0.9, 4.9, 1592, 0.9, nt, 0.9, -41.8, nt, -2.0, 7.0
> CCC(O)C1CCN(Cc2cn(Cc3ccccc3)nc2-c2cc3ccccc3o2)CC1 (centres undefined)
  -2.1, 1, -4.9, 1518, 1.2, -1.52, 1.1, 5.6, -4.7, -0.8, -22.5
> Cc1cc(OCC(O)CN2CCN(CCO)CC2)ccc1C(C)C (centres undefined)
  -11.6, 1, -1.2, 1288, 0.9, 0.104, 1, -5.5, -7.1, -14.9, 12.8
> CC1CCCC(C)N1C(=O)Cc1ccccc1 (centres undefined)
  -5.0, 0.9, -3.8, 1386, 0.9, 0.152, 0.9, 22.6, nt, 5.0, 12.2
> O=[N+]([O-])c1ccccc1N(CC1CO1)S(=O)(=O)c1ccccc1 (centres undefined)
  3.6, nt, -2.0, 1524, nt, 1.42, nt, 5.2, -2.8, 4.4, nt
> CC1(C)CC(C)(O)N(Cc2ccccc2)C(=S)N1 (centres undefined)
  9.3, 0.9, -4.5, 1403, 0.9, nt, 1, -4.7, -1.5, -1.8, 6.4
> COc1ccccc1NC(=O)CSc1nc2nc(C)cc(C)c2c(=O)[nH]1
  22.3*, 1, 9.2, 1689, 0.9, -0.983, 1, 1.3, -23.1, -0.2, 11.0
> COc1cc(C2C=C(Nc3ccccc3)C(=O)N2c2ccccc2)ccc1O (centres undefined)
  -2.9, 1.2, -4.4, 1515, 0.7, nt, 1.3, -6.7, -5.2, -5.5, 27.4
> CC(C)(C)N(Cc1ccccc1)C(=O)COC(=O)c1cccc([N+](=O)[O-])c1
  3.6, 1, 3.9, 1643, 0.9, 0.0313, 1, 4.4, -0.8, -3.4, 8.5
> O=C(/C=C/c1ccccc1)NC(NC(=S)Nc1cc(Cl)ccc1Cl)C(Cl)(Cl)Cl (centres undefined)
  -1.2, 1, -2.5, 1603, 1.1, nt, 1.1, -1.1, nt, 2.8, -9.6
> COC(=O)c1cc(OC)c(OC)cc1NC(=O)c1cccc(C)c1
  4.6, 1, -2.4, 1544, 0.9, -1.3, 1, 13.2, -0.5, 2.7, 8.8
> CCCCN(C)CCCNC(=O)c1ccc(N2CCCC2=O)cc1
  -10.5, 1, -0.3, 1506, 0.9, -0.0563, 1, 13.6, -5.8, -8.6, 6.2
> Cc1cc(NS(=O)(=O)c2ccc(NC(=O)c3cc4cc(Br)ccc4oc3=O)cc2)no1
  0.5, 1.2, 6.3, 1673, 0.9, -1.18, 1.2, 1.5, -4.7, -0.3, 6.4
> CCC(=O)c1ccccc1OCCN1CCN(CC)CC1
  -5.7, 1, -0.1, 1381, 0.9, 0.237, 1.1, 12.2, -15.8, -5.7, 6.6
> CC(C)CCn1c(O)c(N=NC(=O)c2ccco2)c2ccccc21
  7.3, 1, 0.4, 1671, 0.8, 0.0145, 1, 4.9, 9.7, -0.5, 19.4
> COc1cc(OC)cc(C(=O)N[C@H](C(=O)OCc2cc(=O)oc3cc(C)ccc23)C(C)C)c1
  13.2, 1, 2.6, 1749, 0.8, 0.313, 1, -6.8, -22.2, 1.7, 17.0
> Cn1c(=O)c2c(ncn2Cc2nnc(N)s2)n(C)c1=O
  4.0, 1, 7.8, 1605, 1, 0.758, 0.9, 0.9, -4.5, -0.2, -2.2
> COc1cccc(CNC(=O)CCC2CCCN(C(=O)c3ccoc3C)C2)c1 (centres undefined)
  0.1, 1, 11.7, 1679, 1, -0.706, 1.1, 9.5, 3.9, 3.1, -2.1
> CCOC(=O)c1c(-c2ccccc2)csc1NC(=S)NC(=O)c1ccccc1
  -2.1, 0.8, -8.4, 1405, 0.8, nt, 0.8, -24.5, nt, 7.5, 17.4
> COc1ccc(-c2nnc(SCCOc3cccc(C)c3)n2N)cc1
  -0.8, 0.9, -2.3, 1398, 1, nt, 1, 4.0, 1.3, 3.9, -1.5
> CN(Cc1ccccc1)C(=O)Cn1cccc1C(=O)c1ccccc1
  6.5, 1, 0.9, 1676, 0.9, nt, 1, 9.2, nt, 2.3, 6.1
> CCCCNC(=O)Nc1cc(C)on1
  1.3, 1.2, 2.3, 1598, 1.2, -0.0942, 1.2, 6.0, nt, -4.7, -21.1
> COc1ccc(C(C#N)c2ccc(Cl)nn2)cc1 (centres undefined)
  6.1, 1, 5.0, 1457, 0.9, 0.0578, 1, 5.9, -2.5, -1.0, 5.4
> Cc1c(Br)c([N+](=O)[O-])nn1CC(=O)Nc1ccc(C(C)C)cc1
  -4.7, 0.8, -1.7, 1358, 0.8, nt, 0.8, 6.2, -2.1, 3.6, 20.4
> Cc1noc(C)c1COC(=O)c1ccc(-c2nc3ccccc3s2)s1
  9.1, 1, 3.6, 1505, 0.9, nt, 1, 13.0, 20.6, 9.5, 10.2
> Cc1ccc(-n2c(=S)[nH]c3c(oc4ccccc43)c2=O)cc1C
  18.2, 0.9, 9.2, 1894, 0.4, nt, 1, 7.9, -10.6, 4.9, 62.3*
> Cc1cccnc1NC1(C(F)(F)F)N=C2SCCN2C1=O (centres undefined)
  7.7, 1, 7.3, 1417, 1, nt, 1, 1.9, -3.2, 3.7, 2.4
> CCN1C(=O)C(CC(=O)Nc2ccc(OC)cc2)N(CCCN2CCN(c3ccc(F)cc3)CC2)C1=S (centres undefined)
  10.9, 0.9, 14.1, 1692, 0.8, -0.915, 0.9, 3.5, -23.5, 3.5, 20.3

# A draw from above in order of count of non-hydrogen atoms, rising:
# Below each SMILES: PPARg SRC2 recr, PMI act, PPARg SRC1 recr, TR-FRET SRC-2 ct, Diaphorase act, ROMK primary, PMI act hi M6P, G6PDH counter, S1P3 antagonist, PPARg SRC-3 ag, Diaphorase inh
> Cc1c(Br)c([N+](=O)[O-])nn1CC(=O)Nc1ccc(C(C)C)cc1
  -4.7, 0.8, -1.7, 1358, 0.8, nt, 0.8, 6.2, -2.1, 3.6, 20.4
> Cc1noc(C)c1COC(=O)c1ccc(-c2nc3ccccc3s2)s1
  9.1, 1, 3.6, 1505, 0.9, nt, 1, 13.0, 20.6, 9.5, 10.2
> CCOC(=O)c1c(-c2ccccc2)csc1NC(=S)NC(=O)c1ccccc1
  -2.1, 0.8, -8.4, 1405, 0.8, nt, 0.8, -24.5, nt, 7.5, 17.4
> CCN1C(=O)C(CC(=O)Nc2ccc(OC)cc2)N(CCCN2CCN(c3ccc(F)cc3)CC2)C1=S (centres undefined)
  10.9, 0.9, 14.1, 1692, 0.8, -0.915, 0.9, 3.5, -23.5, 3.5, 20.3

# New compounds follow
# Below each SMILES: PPARg SRC2 recr, PMI act, PPARg SRC1 recr, TR-FRET SRC-2 ct, Diaphorase act, ROMK primary, PMI act hi M6P, G6PDH counter, S1P3 antagonist, PPARg SRC-3 ag, Diaphorase inh
> COc1ccccc1N1CCN(C(=O)CNC(=O)c2cn(-c3ccccc3OC)c(=O)c3ccccc23)CC1
  7.6, 1, 5.2, 1408, 0.9, 0.323, 1, -0.1, -5.2, -0.9, 9.7
> Cc1cc(C)cc(CSc2nnc(C)c(=O)[nH]2)c1
  1.9, 0.9, 1.5, 1386, 1, nt, 1, 2.8, -26.0, 0.4, 2.9
> COCCNC(=O)C1CC(=O)N(C2CCCC2)C1 (centres undefined)
  9.6, 1, 3.9, 1555, 0.9, nt, 1, 1.8, 0.8, -5.5, 11.1
> COc1ccc(N/C(C)=C2/C(=O)C(=O)N(CCO)C2c2ccc(Br)cc2)cc1 (centres undefined)
  -5.8, 1, 0.3, 1564, 0.8, -0.0218, 0.9, -2.2, 3.9, -12.7, 18.8
> O=C(/C=C/Nc1ccccc1C(=O)O)c1cccs1
  0.4, 1, 6.9, 1534, 0.9, nt, 1.1, 1.1, 9.3, 14.2, 6.0
> COc1ccc(CCn2c(C)cc(C(=O)CSc3nnnn3-c3ccccc3)c2C)cc1OC
  2.5, 0.9, 1.1, 1583, 0.7, nt, 0.9, -0.9, -8.2, -3.1, 25.3
> COC(=O)CSc1nnc([C@H](CC(C)C)NC(=O)OC(C)(C)C)o1
  1.7, 1, 2.3, 1675, 1, -2.32, 1.1, 5.5, -6.3, 1.1, 1.3
> Cc1ccccc1-c1nc(S(=O)(=O)c2ccc(Br)cc2)c(NCc2cccnc2)o1
  5.2, 0.9, 6.9, 1668, 0.8, nt, 0.9, 3.3, nt, 5.8, 19.8
> CCOC(=O)c1c(CN2CCOCC2)n(-c2ccccc2)c2cc(Br)c(O)cc12
  -3.7, 0.9, -3.5, 1564, 0.6, nt, 1, 7.1, nt, -4.1, 40.0
> Nc1nnc(SCCCC(=O)c2ccccc2)s1
  4.7, 1, -2.6, 1535, 0.9, nt, 1, -11.8, -10.1, 3.2, 7.6
> CCN(CC)C(=O)c1sc(NC(=O)c2ccc(OC)c([N+](=O)[O-])c2)c(C#N)c1C
  6.2, 0.9, 3.3, 1644, 0.9, 0.463, 1, 0.8, -9.2, 2.1, 11.8
> Cc1ccc(C(=O)NC(=S)Nc2cccc3nsnc23)cc1
  -1.3, 0.6, 10.1, 1469, 0.4, 0.17, 0.6, 7.5, nt, 2.7, 59.4*
> Cc1nn(C)cc1S(=O)(=O)Nc1ccc2c(c1)OCCO2
  2.4, 1, 5.6, 1404, 1, -0.101, 1, -2.7, -13.4, -0.4, 4.3
> CC(C)(C)n1ncc2c(=O)n(CC(=O)N3CCCC3)cnc21
  4.3, 1, 2.1, 1821, 0.9, 0.418, 0.9, 2.7, -12.6, 0.0, 5.6
> O=C(CSc1ncccn1)N1CCCc2ccccc21
  4.1, 1.1, -1.5, 1426, 0.9, 0.974, 1.1, 4.2, -2.2, 7.4, 5.2
> CCOC(=O)c1cc(-c2ccccc2)sc1NC(=O)C(C)C
  8.6, 0.9, 4.7, 1605, 1, nt, 0.9, 17.5, -22.4, 3.4, 0.7
> CC(C)c1nnc(SCC(=O)NC(C)(C)C)n1C
  1.3, 1, 4.0, 1416, 0.9, -1.24, 1, 10.6, -15.7, -0.9, 13.0
> O=C(Cn1ncc(Cl)c(Cl)c1=O)N1CCOCC1
  4.8, 0.9, -0.1, 1464, 0.9, 0.768, 1, -4.8, -5.0, -3.7, 8.1

# Screening results from PubChem.
